Bioassay records (PubChem BioAssay)
CRFBP-R2 block – CRF-BP/CRF-R2 complex antagonism; inhibition, % at 11.8 µM; HEK293 CRF-R2/CRF-BP, CRF-induced calcium fluorescence; AID 588475; hit rate 0.59% among 350,000;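 active = inhibition of the ligand-induced calcium signal above about 50% at the single tested concentration, limit read from the data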
TAAR1 antagonist – human TAAR1 antagonism; inhibition, % at 3 µM; Q96RJ0; AID 624466; CHO RD-HGA16 TAAR1, Fluo-8 calcium fluorescence, antagonist; hit rate 1.5% among 360,000;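 active = inhibition above a per-plate cutoff, the mean inhibition of test compounds on that plate plus 3 SD, cut at about 49% in these data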;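 note: 0% = DMSO plus EC80 beta-PEA response and 100% = DMSO alone without agonist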
Target sequence (Q96RJ0 whole entry, looked up): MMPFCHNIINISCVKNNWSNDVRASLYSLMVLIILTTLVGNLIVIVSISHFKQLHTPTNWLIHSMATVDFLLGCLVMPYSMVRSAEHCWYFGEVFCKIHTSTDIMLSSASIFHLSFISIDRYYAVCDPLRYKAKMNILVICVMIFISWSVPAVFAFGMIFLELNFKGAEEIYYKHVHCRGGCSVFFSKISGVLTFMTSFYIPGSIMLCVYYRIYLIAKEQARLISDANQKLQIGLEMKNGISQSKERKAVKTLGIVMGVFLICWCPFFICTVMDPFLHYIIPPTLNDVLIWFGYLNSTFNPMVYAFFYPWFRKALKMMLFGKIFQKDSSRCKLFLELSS
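Assay system: CHO-derived RD-HGA16 cells stably expressing human TAAR1 plus Gα16. Timing: 140 s kinetic read after compound, 140 s after agonist. Technique: kinetic Fluo-8 calcium fluorescence measurement. Measure: % inhibition of agonist calcium response.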
M5 PAM – potentiates acetylcholine response at human M5 receptor; CHO-K1 hM5, Fluo-8 calcium, ACh EC20 PAM; 0% = ACh EC20, 100% = ACh EC100; activation, % at 3 µM; hit rate 0.3% among 360,000; AID 624038;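 active = activation above the run cutoff, the mean activation of all test compounds plus 3 SD, cut at about 18% in these data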
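System: CHO-K1 cell line with stable human muscarinic M5 receptor expression | Also added: EC20 acetylcholine as agonist stimulus | Compound: One concentration, 3 µM final (nominal) | Timing: Fluo-8 loading 80 min at 37 °C plus 30 min room temperature | Measured by: Fluo-8 calcium dye fluorescence, kinetic read | Read-out basis: % activation, ACh-normalized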
CHO-K1 Ca PAM – M1 PAM counterscreen hit in parental CHO-K1 cells; AID 602247; hit rate 0.02% among 360,000; ATP EC20, Fluo-8 calcium fluorescence; 0% at ATP EC20, 100% at ATP max; activation, % at 3 µM;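 active = activation above the run cutoff, the mean activation of all test compounds plus 3 SD, cut at about 40% in these data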;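 note: peak over basal fluorescence ratio in a 140 s read after ATP addition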
TAAR1 agonist – human TAAR1 agonism. CHO RD-HGA16 TAAR1, Fluo-8 calcium fluorescence; vehicle wells 0%, saturating PEA agonist 100%. activation, % at 3 µM. hit rate 0.99% among 360,000. AID 624467;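 active = activation above the mean activation of all test compounds in the run plus 3 SD, cut at about 38% in these data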
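System: CHO-derived RD-HGA16 cells with stable Gα16 and human TAAR1 / Times: 17-24 h plating, Fluo-8 75 min 37 °C, 30 min RT / Technique: calcium-sensitive Fluo-8 signal, excitation 470-495, emission 515-575 nm / Measure: % activation relative to PEA EC100 response / Benchmarks: DMSO and PEA EC100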
M5 antag – antagonists of human muscarinic M5 receptor (CHRM5); P08912; CHO-hM5 cells, Fluo-8 calcium fluorescence, ACh EC80; inhibition, % at 3 µM; hit rate 0.59% among 360,000;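 active = inhibition above a per-plate cutoff, the mean of that plate's test compounds plus 3 SD, cut at about 27% in these data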;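 note: 0% = acetylcholine EC80 with DMSO and 100% = DMSO without agonist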
M4 PAM – potentiates acetylcholine response at human M4 receptor. AID 624126. P08173. hit rate 0.4% among 360,000. activation, % at 3 µM. CHO-K1 hM4/Gqi5, Fluo-8 calcium fluorescence, ACh EC20; 0% = ACh EC20, 100% = maximal ACh;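 active = activation above its plate's cutoff, the mean activation of sample wells plus 3 SD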; note: some results filed as inactive read as strong as hits
Target sequence (P08173 whole entry, looked up): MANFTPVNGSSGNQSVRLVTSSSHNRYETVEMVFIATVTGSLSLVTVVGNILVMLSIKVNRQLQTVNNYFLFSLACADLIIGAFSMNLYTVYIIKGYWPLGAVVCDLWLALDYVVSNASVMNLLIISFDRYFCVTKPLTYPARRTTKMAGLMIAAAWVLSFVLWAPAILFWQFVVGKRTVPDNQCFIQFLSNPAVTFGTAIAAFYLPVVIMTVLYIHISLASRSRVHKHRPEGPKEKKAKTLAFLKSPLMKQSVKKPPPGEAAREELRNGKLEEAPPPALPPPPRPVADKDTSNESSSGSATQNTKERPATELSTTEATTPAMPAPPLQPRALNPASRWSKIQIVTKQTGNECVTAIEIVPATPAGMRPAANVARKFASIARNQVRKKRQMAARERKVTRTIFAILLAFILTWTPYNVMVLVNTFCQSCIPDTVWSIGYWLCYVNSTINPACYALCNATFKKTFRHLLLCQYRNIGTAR
CRFR2-BP ag – CRF-BP/CRF-R2 complex agonism | HEK293 CRF-R2/CRF-BP, calcium dye fluorescence (FLIPR); percent of saturating CRF peptide response | activation, % at 13.2 µM | hit rate 0.46% among 350,000 | AID 588473;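 active = activation of at least 50%, plus an integration ratio under a set limit after plate pattern correction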;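 note: plate controls were neutral control wells without compound for no effect and CRF at EC100 for full effect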
CHRM5 agonist – CHRM5 agonism in calcium assay; P08912; CHO-K1 hM5 cells, Fluo-8 calcium fluorescence; 0% DMSO wells, 100% maximal acetylcholine response; activation, % at 3 µM; hit rate 0.19% among 360,000;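 active = activation above the run's mean over test compounds plus 3 SD, cut at about 23% in these data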;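 note: signal is peak over basal fluorescence ratio across the kinetic read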
* marks the source's active call; other numbers are inactive results; / = no result given.

SMILES	CRFBP-R2 block	TAAR1 antagonist	M5 PAM	CHO-K1 Ca PAM	TAAR1 agonist	M5 antag	M4 PAM	CRFR2-BP ag	CHRM5 agonist
CC1=CC(c2ccc(Cl)cc2)n2nc(N3C(=O)CCC3=O)nc2N1 (stereo not drawn)	-10	/	-1	26	/	-2	8	-1.3	0
COc1ccc(NC(=O)c2cccc3c(-c4ccc(OC)cc4C)coc23)cc1	/	4	-7	-12	1	4	1	/	1
Cc1cccc(C(=O)OC(C)C(=O)NC(=O)NC2CCCCC2)c1O (stereo not drawn)	-41	/	0	19	/	-3	1	2.1	4
CC(=O)Nc1ccc(C2=CC(=O)C[C@H](c3ccc(Cl)cc3)C2)cc1	0	20	-4	12	15	2	-2	-1.6	-1
CN(C)CC(O)COc1ccc(C(C)(C)c2ccc(OCC(O)CN(C)C)cc2)cc1 (stereo not drawn)	4	-1	-3	2	4	-1	-2	-0.7	-8
O=C(NC(=S)Nc1c(Cl)ccc2nsnc12)c1ccccc1F	58*	-23	-1	-13	-4	7	-7	-2.2	-10
CCOc1ccc(-c2nnc(NC(=O)c3ccc(OCC(C)C)c(OC)c3)o2)cc1	5	-33	9	0	-2	4	4	1.5	-3
CC(C)=C1CCC(C)CC1=NNC(N)=S (stereo not drawn)	3	-4	-2	19	0	20	-1	-7.6	-3
Cc1ccc(NC(=O)COc2ncnc3cc([N+](=O)[O-])ccc23)cc1S(=O)(=O)N1CCOCC1	8	11	-1	14	2	8	5	-0.5	-2
Cc1cccc(C(O)c2cnc(C)n2Cc2ccccc2)c1 (stereo not drawn)	-6	-18	-3	-9	2	5	-5	0.1	0
CCOc1cccc(N(C(=O)Cc2cccs2)C(C(=O)NC2CCCCC2)c2cccn2C)c1 (stereo not drawn)	-25	25	-4	-3	0	4	-1	-0.5	3
Cc1cccc(C(=O)O)c1NC(=O)Cc1cccc2ccccc12	10	-5	16	24	1	2	11	3.1	-2
CC1CCC(CC(=O)O)(C(=O)O)CC1 (stereo not drawn)	14	4	-4	20	2	12	0	-0.9	1
COC(=O)CN1C(=O)[C@H]2[C@@H](c3ccc(C)o3)N3C(=O)CN(CC4CC4)C(=O)[C@@]3(Cc3ccccc3)[C@H]2C1=O	1	9	-4	4	4	13	12	-0.1	1
O=C(NCc1ccco1)c1ccc2nccnc2c1	-11	3	-2	-18	1	10	-1	1.0	-3
O=C(N=Nc1c(O)[nH]c2ccccc12)c1ccco1	6	0	-11	3	9	3	-1	-4.0	-3
CCOC(=O)COC(=O)c1ccc(Oc2cc(C)nc(SC)n2)cc1	8	-22	-5	-5	1	1	-2	-2.2	0
CCC(=O)N1CCc2cc(S(=O)(=O)NC(Cc3ccccc3)C(=O)NC3CCCCC3)ccc21 (stereo not drawn)	4	-2	-6	22	-1	6	-6	-1.2	1
CCc1ccc(-c2nc(SCC(=O)NC3CCCC3)n[nH]2)cc1	8	-6	-6	-1	11	-1	-3	0.8	5
CC[n+]1c(S(=O)(=O)[O-])ccc2ccc(C)cc21	-18	-1	4	13	0	1	-1	3.0	-2
Nc1c(C(=O)NCc2ccccc2)sc2nc(N3CCOCC3)c3c(c12)CCCC3	35	2	10	8	2	9	16	-1.3	-10
OCCNc1nc(N2CCCCC2)nc2ccccc12	7	-18	-2	6	5	8	-7	-1.2	-16
COc1ccc(CNC(=O)CCSCc2cccc(F)c2)cc1	12	-10	-2	10	-1	7	-2	0.5	-2
CC/C(=C1/C(=O)CC(C)(C)C(C(=O)OC)C1=O)N1CCCC1 (stereo not drawn)	2	-9	-2	11	4	-1	6	11	1
CC(C)(C)c1ccc(Oc2ccc(NC(=O)c3ccco3)cn2)cc1	-24	1	15	2	3	-9	-10	7.7	14
COC(=O)Nc1ccc2c(c1)N(C(=O)CCN1CCOCC1)c1ccccc1S2	18	-5	-13	8	6	6	-8	-0.7	-7
CCOC(=O)C(C(=O)OCC)N(C#N)c1nc(C)cc(C)n1	-18	12	-2	14	6	4	5	4.1	-2
COc1ccc2[nH]c3c(c2c1)CCN1C(=O)C(CC(=O)NCc2ccc(OC)c(OC)c2)C[C@H](C(=O)N2CCOCC2)[C@@]31C (stereo partly drawn)	15	-24	-2	15	2	-8	6	-0.4	1
OCC1(CCc2ccccc2)CCCN(C/C=C/c2ccccc2)C1 (stereo not drawn)	-1	-12	-11	-9	8	7	-13	-1.1	0
CCNC(=O)Cc1ccc(Br)cc1	28	-2	-3	-5	0	6	2	-6.3	-5
COc1ccc(OC)c2[nH]c(=O)c(CCNS(=O)(=O)c3ccc(F)cc3)cc12	-11	-4	4	26	1	-7	6	-4.8	1
COc1ccc(CCNC(=O)C2CC(c3ccccc3F)=NO2)cc1 (stereo not drawn)	9	0	1	-6	12	10	1	-2.4	0
CCOC(=O)c1[nH]c(C)c(/C(O)=C2\C(=O)C(=O)N(CCCN3CCOCC3)C2c2cccs2)c1C (stereo not drawn)	1	-16	-4	19	0	11	-4	-0.2	0
O=S(=O)(NC1CCCCC1NS(=O)(=O)c1ccc(F)cc1)c1ccc(F)cc1 (stereo not drawn)	-10	0	-2	12	3	-1	7	-1.2	-1
CCCCn1c(N)c(N(C)C(=O)c2ccccc2Oc2ccccc2)c(=O)[nH]c1=O	2	-4	-1	-19	3	9	14	1.1	0
CC(=NC(C)C)C1=C(O)C(C)OC1=O (stereo not drawn)	-32	-1	2	23	1	0	12	-2.4	-2
Cc1ccc(OCC(=O)NNC(=O)CSc2nnc(-c3ccc(C)cc3)n2C)cc1	15	0	-5	23	-2	-1	1	-4.0	-6
Cn1ccc(NC(=O)c2ccc([N+](=O)[O-])cc2)n1	5	-10	-6	9	6	7	-1	-2.4	2
C(#Cc1ccccc1)Cn1nnc2ccccc21	4	1	2	11	12	-1	3	0.4	1
COC(=O)C(CC(C)C)NC(=O)c1ccc([N+](=O)[O-])cc1 (stereo not drawn)	4	4	8	20	10	-9	5	-0.5	-3

Rewritten with bars between the fields: three of the compounds above
smiles | CRFBP-R2 block | TAAR1 antagonist | M5 PAM | CHO-K1 Ca PAM | TAAR1 agonist | M5 antag | M4 PAM | CRFR2-BP ag | CHRM5 agonist
Cn1ccc(NC(=O)c2ccc([N+](=O)[O-])cc2)n1 | 5 | -10 | -6 | 9 | 6 | 7 | -1 | -2.4 | 2
C(#Cc1ccccc1)Cn1nnc2ccccc21 | 4 | 1 | 2 | 11 | 12 | -1 | 3 | 0.4 | 1
COC(=O)C(CC(C)C)NC(=O)c1ccc([N+](=O)[O-])cc1 (stereo not drawn) | 4 | 4 | 8 | 20 | 10 | -9 | 5 | -0.5 | -3

The listing continues.
SMILES	CRFBP-R2 block	TAAR1 antagonist	M5 PAM	CHO-K1 Ca PAM	TAAR1 agonist	M5 antag	M4 PAM	CRFR2-BP ag	CHRM5 agonist
CC1(C)CC(=O)C2=C(C1)N1C(=C(C#N)C2c2ccc(Cl)cc2)N=C(N)c2ccccc21 (stereo not drawn)	8	-10	-6	19	-1	3	5	-2.2	-1
CCc1ccccc1Oc1nc2cc(-c3cccc(OC)c3)sc2c(=O)n1C	/	-35	4	7	1	-6	3	/	-2
CC(C)(C)C1=NN(c2ccc([N+](=O)[O-])cc2)C(c2ccccc2)C1 (stereo not drawn)	-4	34	-6	2	62*	13	-14	6.5	-4
CSCCC(NC(=O)c1ccc(C)o1)C(=O)O (stereo not drawn)	1	-23	-2	12	7	-6	4	0.6	-1
CCCc1nc2ccccc2c(C(=O)OCC(=O)NCc2ccc3c(c2)OCO3)c1CC	12	24	-8	21	3	14	-4	0.7	-1
C/C=C(\C)CN1CCc2cc(OC)c(OC)cc2C1	-3	0	4	7	2	-3	-2	-0.2	-2
Cc1cc(C)n(C(=O)CNc2ccccc2Cl)n1	-8	-12	5	13	3	-10	15	2.2	0
CCOC(=O)C1(Cc2cccc(Cl)c2)CCCN(C(=O)c2ccc(C)nc2)C1 (stereo not drawn)	-6	-4	0	-8	11	6	9	0.2	2
Cc1cc(C)n(CC(=O)NC2CCCc3c2cnn3-c2ccccc2F)n1 (stereo not drawn)	-8	-15	-2	14	0	1	1	0.4	-2
O=C(Cn1cnc([N+](=O)[O-])n1)NC1CC1	-4	4	0	15	11	4	2	0.9	-4
O=C(N/N=C/c1cc2c(cc1[N+](=O)[O-])OCO2)c1cccnc1	4	-6	3	18	1	-1	-1	0.0	0
Cc1ccc(N=C2S/C(=C/c3cccc(OCC(=O)O)c3)C(=O)N2C)cc1C	-50	-4	0	-8	-2	12	-3	0.7	-1
CN(C(=O)COc1cc(=O)n(C)c2ccccc12)c1ccc(Br)cc1	7	-27	-3	7	7	1	-2	-0.3	0
CCN(CC(=O)Nc1ccc(NC(C)=O)cc1)c1ccc(C(F)(F)F)cn1	-13	-10	-2	15	10	3	4	-0.2	0
CCOC(=O)Cc1csc(NS(=O)(=O)c2ccc(C(F)(F)F)cc2)n1	6	-12	10	19	1	-10	2	-0.9	-3
Cc1cc(C(=O)COC(=O)/C=C/c2cccc(Br)c2)c(C)n1C	15	10	-1	0	0	0	0	-1.6	1
COc1ccc(NC(=O)c2ccccc2N(Cc2ccccc2)S(C)(=O)=O)c(OC)c1	9	-7	-5	21	3	9	-4	-1.4	-1
C[C@H]1CN([C@@H](C)CO)C(=O)CCCn2nncc2CO[C@H]1CN(C)S(=O)(=O)c1ccc(F)cc1	-11	15	-3	-5	1	6	1	1.4	1
CCSC1=C(C#N)C2(CCCCC2)C2=C(CC(C)(C)CC2=O)N1	17	-6	-6	13	11	2	-5	-1.1	-8
O=C(N/N=C/c1ccco1)c1ccccc1OCc1ccccc1Cl	-42	2	-3	20	17	-8	1	-6.7	3
O=C(CCN1CCN(c2ccccc2)CC1)N/N=C/c1ccccc1O	-16	-9	-1	8	15	8	3	-0.7	0
COc1cc(NC(=O)c2sc3ncn(CC(=O)N4CCCC(C)C4)c(=O)c3c2C)cc(OC)c1OC (stereo not drawn)	-5	-2	-1	3	1	-11	6	0.2	-3
CC1(C)Cc2nc3oc4c(N5CCOCC5)ncnc4c3cc2CO1	-6	6	-4	13	16	-7	-5	0.0	4
CCCCNC(=O)C1C(c2ccc(C(F)(F)F)cc2)=Nc2ccccc2N1C(=O)c1ccc2nc(C)[nH]c2c1 (stereo not drawn)	/	-3	1	/	0	-4	2	/	-3
CN(C)c1nc2c(N)ncnc2n1[C@H]1O[C@@H](CO)[C@H](O)[C@@H]1O	-1	-2	-1	-8	-2	4	1	6.4	-4

Hits appear at their usual frequency; any-hit rate near 4.2%.
